Source: PubChem
PLAP activator: activates human placental alkaline phosphatase; activation fold at 20 µM; AID 696; purified PLAP enzyme, luminescent substrate read-out; hits give high values; 96,000 tested, 1.2% active; in the data active = activation fold above about 2
PTK2B oligo ant: Pyk2 (human) oligomerization antagonism; Q293 cells, Pyk2 FERM NanoBiT luminescence; hits give low values; z-score (the deposit names both 25 µM and 10 µM); 99,000 tested, 0.83% active;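 active = Z-score of -3 or lower, scaled per plate to the spread of control and sample wells; inactive = z-score above -3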;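 also: negative z-score means lost luminescence so less FERM oligomerization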
CYP2C9 inh: blocks human cytochrome P450 2C9; inhibition, % at 5 µM; 96,000 tested, 20% active; P11712; CYP2C9 Supersomes, luciferin-H conversion, luminescence;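 active = blocking of liver enzyme CYP2C9 beyond about 50% at 5 µM, limit read from the data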; also: values of inactives mirror those of a sister screen read the other way
Mac1 fbg enh: increases human CD11b/CD18 adhesion to fibrinogen. activation, % at 10 µM. 93,000 tested, 0.07% active. P05107+P11215. K562 CD11b/CD18 adhesion to fibrinogen, ATPlite luminescence;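 active = 10 µM primary screen giving 50% or more activity, confirmed by 40% or more on retest at that dose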; also: strong numbers were not always called active; reference of the scale not given here
Target sequence (P05107 whole entry, looked up, other chains not shown): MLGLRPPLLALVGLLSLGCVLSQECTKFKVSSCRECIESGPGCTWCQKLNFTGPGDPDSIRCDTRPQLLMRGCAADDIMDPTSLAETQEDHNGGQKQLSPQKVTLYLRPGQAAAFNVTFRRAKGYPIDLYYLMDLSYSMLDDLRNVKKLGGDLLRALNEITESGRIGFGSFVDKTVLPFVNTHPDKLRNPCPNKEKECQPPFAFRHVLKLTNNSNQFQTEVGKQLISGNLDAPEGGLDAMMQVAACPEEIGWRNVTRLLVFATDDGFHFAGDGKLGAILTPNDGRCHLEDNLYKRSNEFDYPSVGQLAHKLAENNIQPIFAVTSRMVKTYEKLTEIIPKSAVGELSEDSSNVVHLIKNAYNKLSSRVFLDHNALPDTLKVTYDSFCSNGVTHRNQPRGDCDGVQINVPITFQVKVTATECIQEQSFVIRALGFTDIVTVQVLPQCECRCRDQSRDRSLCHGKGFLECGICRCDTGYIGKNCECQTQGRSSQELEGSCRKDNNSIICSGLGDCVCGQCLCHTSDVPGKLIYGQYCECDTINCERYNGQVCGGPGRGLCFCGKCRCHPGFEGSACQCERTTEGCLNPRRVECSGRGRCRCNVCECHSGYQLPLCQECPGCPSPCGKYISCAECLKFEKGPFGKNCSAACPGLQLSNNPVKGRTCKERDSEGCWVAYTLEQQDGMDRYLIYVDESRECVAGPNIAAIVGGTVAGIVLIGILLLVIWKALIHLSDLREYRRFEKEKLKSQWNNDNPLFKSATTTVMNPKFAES
CYP2C19 act: increases human CYP2C19 enzyme activity | P33261 | recombinant CYP2C19, luciferin-H EGE luminescence; hits give high values; 0 = fully inhibited enzyme, 1 = untreated enzyme | activation factor at 5 µM | 96,000 tested, under 10 active;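 active = activation factor of at least 2 at 5 µM in the primary screen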;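 also: 0 = wells with 2.5 mM tranylcypromine and 1 = vehicle-only wells; values of inactives mirror those of a sister screen read the other way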
MT1-MMP txn act: activates MT1-MMP transcription | HT1080 MT1-MMP promoter luciferase reporter, luminescence, overnight; hits give high values | activation factor at 10 µM | 86,000 tested, 0.16% active | AID 750;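 active = activation factor of at least 2 for MT1-MMP transcription at 10 µM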
CYP2C19 inh: blocks human cytochrome P450 2C19. 96,000 tested, 21% active. inhibition, % at 5 µM. CYP2C19 Supersomes, luciferin-H EGE luminescence, 30 min. P33261;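 active = CYP2C19 inhibition above a set limit at 5 µM in the primary screen, cut at about 50% in these data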;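 also: plate controls were negative control wells for no effect and 2.5 mM tranylcypromine positive control for full effect; values of inactives mirror those of a sister screen read the other way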
CYP2C9 act: CYP2C9 (human) activation; P11712; recombinant CYP2C9, luciferin-H conversion, luminescence; hits give high values; factor 1 = untreated enzyme, 0 = blocked; activation factor at 5 µM; 96,000 tested, 1.4% active;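 active = activation factor of 2 or more for CYP2C9 at a 5 µM dose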;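 also: 0 = sulfaphenazole-blocked wells and 1 = vehicle-only wells; values of inactives mirror those of a sister screen read the other way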
Mac1 fbg inh: inhibitors of human CD11b/CD18 binding to fibrinogen; inhibition, % at 10 µM; P05107+P11215; AID 1497; K562 CD11b/CD18 adhesion to fibrinogen, ATPlite luminescence; Mn2+ added to activate the integrin; 93,000 tested, 0.54% active;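 active = primary inhibition of 50% or more at 10 µM, then 40% or more on retest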; also: some results filed as inactive read as strong as hits
* hit, by the source's call.

Screening O=C(Nc1cccc(Br)c1)c1cc2ccccc2o1 returned PLAP activator 1.1, PTK2B oligo ant -0.94, CYP2C9 inh -17.3, Mac1 fbg enh -5.6, CYP2C19 act 1, MT1-MMP txn act 1.8, CYP2C19 inh 0.0, CYP2C9 act 1.2 and Mac1 fbg inh -1.9.
`CC(=NCCc1ccccc1)C1=C(O)COC1=O` gave PLAP activator 0.9, PTK2B oligo ant 0.16, CYP2C9 inh 8.9, Mac1 fbg enh 0.8, CYP2C19 act 0.7, MT1-MMP txn act 1.1, CYP2C19 inh 26.7, CYP2C9 act 0.9 and Mac1 fbg inh -6.1.
Screening Cn1c(NCCCN2CCOCC2)nc2c1c(=O)n(Cc1ccc(Cl)cc1)c(=O)n2C returned PLAP activator 1.5, PTK2B oligo ant -0.17, CYP2C9 inh 5.7, Mac1 fbg enh 2.8, CYP2C19 act 0.8, MT1-MMP txn act 1, CYP2C19 inh 15.2, CYP2C9 act 0.9 and Mac1 fbg inh 1.0.
For COc1c(S(=O)(=O)N2CCN(c3ccc(F)cc3)CC2)ccc(Cl)c1Cl the results were PLAP activator 0.8, PTK2B oligo ant -2.85, CYP2C9 inh 13.8, Mac1 fbg enh -0.9, CYP2C19 act 0.4, MT1-MMP txn act 1.1, CYP2C19 inh 61.1*, CYP2C9 act 0.9 and Mac1 fbg inh -21.4.
O=C(NC1=NCCS1)c1ccc(Cl)c(S(=O)(=O)N2CCCCC2)c1 was read as PLAP activator 1.6, PTK2B oligo ant -1.35, CYP2C9 inh 36.3, Mac1 fbg enh -5.2, CYP2C19 act 0.6, CYP2C19 inh 43.3, CYP2C9 act 0.6 and Mac1 fbg inh 5.4.
O=C(CN1CCN(c2ccc(F)cc2)CC1)Nc1cccc(C(F)(F)F)c1 was read as PLAP activator 1.7, PTK2B oligo ant 0.52, CYP2C9 inh 82.8*, Mac1 fbg enh -2.8, CYP2C19 act 0.2, MT1-MMP txn act 1.3, CYP2C19 inh 83.2*, CYP2C9 act 0.2 and Mac1 fbg inh 1.8.
Screening Cc1ccnc(NS(=O)(=O)c2ccc(Oc3ccccc3)cc2)c1 returned PLAP activator 1.1, PTK2B oligo ant -0.94, CYP2C9 inh 45.6, Mac1 fbg enh 0.9, CYP2C19 act 0.3, MT1-MMP txn act 0.9, CYP2C19 inh 66.8*, CYP2C9 act 0.5 and Mac1 fbg inh 3.7.
O=C(COc1ccccc1)NCCc1cn2ccsc2n1 was read as PLAP activator 1.2, CYP2C9 inh 44.4, Mac1 fbg enh 1.1, CYP2C19 act 0.2, MT1-MMP txn act 1, CYP2C19 inh 84.0*, CYP2C9 act 0.6 and Mac1 fbg inh -6.6.
Screening CC(C)(C)C(=O)CN1C(=O)C2(OCCO2)c2ccccc21 returned PLAP activator 1.1, PTK2B oligo ant -0.12, CYP2C9 inh 11.6, Mac1 fbg enh -0.7, CYP2C19 act 0.7, MT1-MMP txn act 1.3, CYP2C19 inh 26.2, CYP2C9 act 0.9 and Mac1 fbg inh -2.1.
Screening CCC(=O)N1CCc2cc(S(=O)(=O)CCC(=O)NCCC3=CCCCC3)ccc21 returned PLAP activator 1.1, PTK2B oligo ant 1.25, CYP2C9 inh 52.7*, CYP2C19 act 0.9, MT1-MMP txn act 1.1, CYP2C19 inh 13.1 and CYP2C9 act 0.5.
For CN(C(=O)c1ccccn1)c1nnc(-c2ccccn2)s1 the results were PLAP activator 1, PTK2B oligo ant 0.85, CYP2C9 inh 2.1, Mac1 fbg enh 0.1, CYP2C19 act 1, MT1-MMP txn act 1.9, CYP2C19 inh 1.1, CYP2C9 act 1 and Mac1 fbg inh 24.8.
`Cc1nc2ccccc2c2oc(C(=O)N3CCC(N4CCCCC4)CC3)cc12` gave PLAP activator 1.5, CYP2C9 inh 10.5, Mac1 fbg enh 0.0, CYP2C19 act 1, MT1-MMP txn act 1.4, CYP2C19 inh 1.0, CYP2C9 act 0.9 and Mac1 fbg inh 5.4.
`CCN1CCN(C(c2cccs2)C(C)NC(=O)c2cccc(OC)c2OC)CC1` (centres undefined) gave PLAP activator 1.6, PTK2B oligo ant 0.22, CYP2C9 inh -4.7, Mac1 fbg enh -4.0, CYP2C19 act 1.1, MT1-MMP txn act 1.1, CYP2C19 inh -8.6, CYP2C9 act 1 and Mac1 fbg inh 14.2.
`COc1cccc(C(CC(=O)Nc2cccc3ccccc23)NC(=O)c2ccccc2)c1` (centres undefined) gave PLAP activator 1.1, PTK2B oligo ant 0.68, CYP2C9 inh 81.0*, Mac1 fbg enh 5.3, CYP2C19 act 0.5, CYP2C19 inh 49.8, CYP2C9 act 0.2 and Mac1 fbg inh 8.6.
For COc1cccc2cc(C(=O)C3=C(O)C(=O)N(CCCN(C)C)C3c3ccncc3)oc12 (centres undefined) the results were PLAP activator 0.9, CYP2C9 inh 3.5, Mac1 fbg enh 1.7, CYP2C19 act 1, MT1-MMP txn act 1.2, CYP2C19 inh 4.8, CYP2C9 act 1 and Mac1 fbg inh -1.4.

The list goes on, overlapping the part above by 2 compounds.
`COc1cccc(C(CC(=O)Nc2cccc3ccccc23)NC(=O)c2ccccc2)c1` (centres undefined) gave PLAP activator 1.1, PTK2B oligo ant 0.68, CYP2C9 inh 81.0*, Mac1 fbg enh 5.3, CYP2C19 act 0.5, CYP2C19 inh 49.8, CYP2C9 act 0.2 and Mac1 fbg inh 8.6.
For COc1cccc2cc(C(=O)C3=C(O)C(=O)N(CCCN(C)C)C3c3ccncc3)oc12 (centres undefined) the results were PLAP activator 0.9, CYP2C9 inh 3.5, Mac1 fbg enh 1.7, CYP2C19 act 1, MT1-MMP txn act 1.2, CYP2C19 inh 4.8, CYP2C9 act 1 and Mac1 fbg inh -1.4.
`CCN1CCN(C(=S)c2ccc(Cl)c(Cl)c2)CC1` gave PLAP activator 0.9, PTK2B oligo ant -0.12, CYP2C9 inh 25.9, Mac1 fbg enh -0.6, CYP2C19 act 0.6, MT1-MMP txn act 1.1, CYP2C19 inh 41.5, CYP2C9 act 0.7 and Mac1 fbg inh 7.0.
For COc1ccc(CNC(=O)c2ccc(CN3CCOCC3)cc2)cc1 the results were PLAP activator 0.8, PTK2B oligo ant -0.56, CYP2C9 inh -4.4, Mac1 fbg enh -0.6, CYP2C19 act 1, MT1-MMP txn act 1.2, CYP2C19 inh -4.0, CYP2C9 act 1 and Mac1 fbg inh -15.6.
`Cn1c(CNC(=O)c2ccco2)nnc1SCC(=O)Nc1cccc(Br)c1` gave PLAP activator 0.9, PTK2B oligo ant 0.13, CYP2C9 inh 10.0, Mac1 fbg enh -0.4, CYP2C19 act 0.9, MT1-MMP txn act 0.9, CYP2C19 inh 5.6, CYP2C9 act 0.9 and Mac1 fbg inh -2.7.
For COc1ccc(Cc2nnc(Nc3ccc(C)cc3C)[nH]c2=O)cc1 the results were PLAP activator 0.9, PTK2B oligo ant 1.17, CYP2C9 inh 27.1, Mac1 fbg enh 2.1, CYP2C19 act 0.9, MT1-MMP txn act 1.1, CYP2C19 inh 8.6, CYP2C9 act 0.7 and Mac1 fbg inh 7.4.
COc1ccc(-c2nc3c(c(=O)[nH]c(=O)n3Cc3ccccc3)n2Cc2ccccc2)cc1 was read as PLAP activator 1.6, PTK2B oligo ant -3.1*, CYP2C9 inh 41.7, Mac1 fbg enh -8.6, CYP2C19 act 0.8, CYP2C19 inh 21.3, CYP2C9 act 0.6 and Mac1 fbg inh 17.5.
Screening NC(=O)Nc1ccc(F)cc1 returned PLAP activator 1, PTK2B oligo ant 0.84, CYP2C9 inh -3.3, Mac1 fbg enh 5.5, CYP2C19 act 1, MT1-MMP txn act 1.1, CYP2C19 inh -3.4, CYP2C9 act 1 and Mac1 fbg inh -1.3.
COc1ccccc1N1CCN(c2nc(N)c(C#N)c(CC#N)c2C#N)CC1 was read as PLAP activator 1.1, PTK2B oligo ant 0.19, CYP2C9 inh -41.1, Mac1 fbg enh 1.9, CYP2C19 act 0.7, MT1-MMP txn act 1, CYP2C19 inh 30.8, CYP2C9 act 1.4 and Mac1 fbg inh -5.2.
`Cc1cc(C(=O)Nc2c(C)n(C)n(-c3ccccc3)c2=O)c2ccccc2n1` gave PLAP activator 0.9, PTK2B oligo ant 0.01, CYP2C9 inh -2.8, Mac1 fbg enh 3.1, CYP2C19 act 1, MT1-MMP txn act 1.2, CYP2C19 inh -2.4, CYP2C9 act 1 and Mac1 fbg inh -1.6.
`Cc1nnc2n(-c3ccc(Cl)cc3)c(=O)c3c4c(sc3n12)CN(C)CC4` gave PLAP activator 1.2, CYP2C9 inh -14.7, Mac1 fbg enh -3.6, CYP2C19 act 1, CYP2C19 inh 3.5, CYP2C9 act 1.1 and Mac1 fbg inh 4.1.
COc1ccc(-n2nc3ccccc3n2)cc1 was read as PLAP activator 0.9, PTK2B oligo ant -0.73, CYP2C9 inh 3.1, Mac1 fbg enh -3.8, CYP2C19 act 0.9, MT1-MMP txn act 1.5, CYP2C19 inh 9.8, CYP2C9 act 1 and Mac1 fbg inh 11.4.
Screening O=C(NC1CCN(Cc2ccccc2)CC1)C1CCN(S(=O)(=O)c2cccc3nsnc23)CC1 returned PLAP activator 1.4, PTK2B oligo ant 1.56, CYP2C9 inh -16.3, Mac1 fbg enh 3.8, CYP2C19 act 0.9, MT1-MMP txn act 1.2, CYP2C19 inh 13.8, CYP2C9 act 1.2 and Mac1 fbg inh 8.1.
Screening Cc1ccc(-c2nc3cc(N)ccc3o2)cc1 returned PLAP activator 1.1, PTK2B oligo ant -0.77, CYP2C9 inh 3.7, Mac1 fbg enh 0.6, CYP2C19 act 0.8, CYP2C19 inh 24.9, CYP2C9 act 1 and Mac1 fbg inh 16.3.
Cc1nc2c(C(=O)N3CCN(C)CC3)cnn2c(C)c1Cc1ccc(Cl)cc1 was read as PLAP activator 2.1*, PTK2B oligo ant 0.04, CYP2C9 inh 25.8, Mac1 fbg enh 0.5, CYP2C19 act 0.2, MT1-MMP txn act 1.2, CYP2C19 inh 82.3*, CYP2C9 act 0.7 and Mac1 fbg inh -47.7.
COc1ccc2nc(SCC(=O)NN)cc(C)c2c1 was read as PLAP activator 0.8, PTK2B oligo ant -0.17, CYP2C9 inh -13.8, Mac1 fbg enh 12.2, CYP2C19 act 0.5, MT1-MMP txn act 1.1, CYP2C19 inh 48.7, CYP2C9 act 1.1 and Mac1 fbg inh -15.9.
COC(=O)c1ccccc1NC(=O)c1cncc(Br)c1 was read as PLAP activator 0.9, PTK2B oligo ant -0.64, CYP2C9 inh -3.1, Mac1 fbg enh 1.1, CYP2C19 act 0.7, MT1-MMP txn act 1.1, CYP2C19 inh 30.8, CYP2C9 act 1 and Mac1 fbg inh -20.9.
Screening COc1cc(NC(=O)Cc2cccs2)ccc1-n1cnnn1 returned PLAP activator 1, PTK2B oligo ant 0.39, CYP2C9 inh 3.5, CYP2C19 act 0.5, MT1-MMP txn act 0.9, CYP2C19 inh 52.8* and CYP2C9 act 1.
For CCOC(=O)N1CCC(NC(=O)Cn2cccc2C(=O)c2ccccc2)CC1 the results were PLAP activator 1, PTK2B oligo ant 0.08, CYP2C9 inh 18.4, Mac1 fbg enh 1.0, CYP2C19 act 0.8, MT1-MMP txn act 1.4, CYP2C19 inh 23.3, CYP2C9 act 0.8 and Mac1 fbg inh -14.8.
For CCCCCn1c(Sc2nc3ccccc3s2)nc2c1c(=O)[nH]c(=O)n2C the results were PLAP activator 1.5, PTK2B oligo ant -1.16, CYP2C9 inh 51.0*, Mac1 fbg enh 0.4, CYP2C19 act 0.6, MT1-MMP txn act 1.1, CYP2C19 inh 37.2, CYP2C9 act 0.5 and Mac1 fbg inh 24.6.
Screening Cc1ccc(-c2nnn(CCC(=O)Nc3ccc4c(c3)OCO4)n2)cc1 returned PLAP activator 1.1, PTK2B oligo ant -0.03, CYP2C9 inh 3.0, Mac1 fbg enh -2.0, CYP2C19 act 1, MT1-MMP txn act 1.2, CYP2C19 inh 0.6, CYP2C9 act 1 and Mac1 fbg inh 15.4.
Cc1ccccc1N(CC(=O)N/N=C/c1ccc(F)cc1)C(=O)c1ccccc1 was read as PLAP activator 1.7, PTK2B oligo ant -1.54, CYP2C9 inh 94.6*, Mac1 fbg enh -6.6, CYP2C19 act 0.2, CYP2C19 inh 80.3*, CYP2C9 act 0.1 and Mac1 fbg inh 3.8.
